IDE act – IDE (human) activation, cell-based. P14735. HEK cells, FAbeta-B cleavage, fluorescence polarization; 0% vehicle, 100% cell-free pure enzyme wells. activation, % at 5.96 µM. actives 0.073% (n = 340,000). AID 493087;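 active = activation above the mean of all tested compounds plus 3 SD, set per screening campaign, cut at about 17% in these data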
Target sequence (P14735 whole entry, looked up): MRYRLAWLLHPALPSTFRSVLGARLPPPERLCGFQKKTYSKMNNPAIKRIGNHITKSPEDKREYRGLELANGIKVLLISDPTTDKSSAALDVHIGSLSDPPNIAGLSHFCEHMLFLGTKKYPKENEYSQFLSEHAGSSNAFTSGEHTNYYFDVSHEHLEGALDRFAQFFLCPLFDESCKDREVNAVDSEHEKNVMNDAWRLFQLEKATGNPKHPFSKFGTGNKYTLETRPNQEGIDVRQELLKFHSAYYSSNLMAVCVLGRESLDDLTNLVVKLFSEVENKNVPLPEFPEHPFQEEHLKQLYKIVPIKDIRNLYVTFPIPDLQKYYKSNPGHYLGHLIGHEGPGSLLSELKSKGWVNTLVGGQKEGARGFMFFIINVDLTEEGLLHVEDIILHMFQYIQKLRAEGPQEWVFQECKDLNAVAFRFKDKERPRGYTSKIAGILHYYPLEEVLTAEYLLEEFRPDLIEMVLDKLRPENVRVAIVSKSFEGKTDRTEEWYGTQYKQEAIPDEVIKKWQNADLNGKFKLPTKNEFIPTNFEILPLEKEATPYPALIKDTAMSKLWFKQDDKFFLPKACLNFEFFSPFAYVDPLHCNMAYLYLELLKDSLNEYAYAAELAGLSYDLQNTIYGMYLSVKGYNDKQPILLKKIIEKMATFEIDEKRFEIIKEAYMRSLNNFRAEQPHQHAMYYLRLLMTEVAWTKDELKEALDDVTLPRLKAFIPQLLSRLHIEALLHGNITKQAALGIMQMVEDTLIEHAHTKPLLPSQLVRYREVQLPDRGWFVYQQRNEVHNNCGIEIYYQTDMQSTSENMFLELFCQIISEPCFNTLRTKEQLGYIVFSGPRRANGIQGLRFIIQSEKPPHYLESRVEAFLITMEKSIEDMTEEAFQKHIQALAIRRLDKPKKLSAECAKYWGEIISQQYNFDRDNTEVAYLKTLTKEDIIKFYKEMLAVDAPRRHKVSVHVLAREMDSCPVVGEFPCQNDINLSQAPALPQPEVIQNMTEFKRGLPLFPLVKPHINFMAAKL
IDE cell inh – inhibits human insulin-degrading enzyme in HEK cells. FAbetaB cleavage, fluorescence polarization. actives 0.41% (n = 320,000). inhibition, % at 5.59 µM. P14735;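 active = percent inhibition above the average of all tested compounds plus 3 SD, set per screening campaign, cut at about 16% in these data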;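 also: IDE supplied by intact live HEK cells; FP after avidin binding of uncleaved biotin substrate so inhibition keeps polarization high; 0% = DMSO wells and 100% = 60 µM reference IDE inhibitor Ii1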
* = called active by the depositor.

SMILES	IDE act	IDE cell inh
COc1ccc(Cl)cc1NC(=O)CSc1nc(=O)n(CCN(C)C)c2c1CCCC2	1	-1
COc1ccc(OC)c(N(CC(=O)Nc2ccccc2F)S(=O)(=O)c2ccccc2)c1	7	9
CC1CCC(NC(=O)c2ccc(NS(=O)(=O)c3ccc4[nH]c(=O)[nH]c4c3)cc2)CC1 (stereo not given)	-1	-5
C=CCC[C@@H](Cc1ccc(F)cc1)C(=O)OC[C@@H](Cc1c[nH]c2ccccc12)NC(=O)[C@@H](CC=C)CC(=O)NCCO	1	0
Cc1cc(Cl)ccc1OCC(=O)NNC(=O)CCOc1ccccc1	3	5
O=C1N[C@@H](Cc2cn(S(=O)(=O)c3ccc([N+](=O)[O-])cc3)c3ccccc23)C(=O)N[C@H]1Cc1ccccc1	-1	-3
Cc1cc(C)n2nc(SCC(=O)Nc3ccc(S(=O)(=O)N(C)C)cc3)nc2n1	0	-2
CCc1noc(C)c1C(=O)NNC(=O)c1ccccc1F	0	2
CCOc1ccc(NC(=O)c2cc([N+](=O)[O-])ccc2N2CCOCC2)cc1	9	-1
COc1ccc(C(CNC(=O)c2ccc(OC)c(S(=O)(=O)N3CCCC3)c2)N2CCCC2)cc1 (stereo not given)	3	-4
CCN(CC(=O)NC1CCS(=O)(=O)C1)C(C)C(=O)Nc1ccc(F)cc1 (stereo not given)	-5	-1
CCN(c1ccccc1)S(=O)(=O)c1ccc(Oc2ccc(C(C)=O)cc2OC)nc1	7	1
Cc1nc(SC(C)C(=O)NCC2CCCO2)c2cc(-c3ccccc3)sc2n1 (stereo not given)	-1	3
Cc1ccsc1C(=CCCN1CCC[C@@H](C(=O)O)C1)c1sccc1C	4	2
Cc1cc(C)c(NC(=O)CN(C)C(=O)C2CC(=O)N(c3cccc4ccccc34)C2)c(C)c1 (stereo not given)	0	-3
Cc1cc(NC(=O)CN2C(=O)NC(C)(CC(C)C)C2=O)no1 (stereo not given)	0	5
CCC(C)Sc1ccc([C@@H]2[C@@H]3C(=O)N(C)C(=O)[C@@H]3[C@]3(C(=O)OC)CCCCN23)cc1OC (stereo not given in full)	8	-5
COCC(C)n1c(SCC(=O)NC(=O)Cc2ccccc2)nc2ccccc2c1=O (stereo not given)	3	0
Cc1cc(C)c(C(=O)COC(=O)c2nn(C)c(=O)c3ccccc23)cc1C	-1	1
CC1(C)C(=O)Nc2ccccc2N1C(=O)COC(=O)c1cccnc1Cl	-3	5
CCc1ccc(C(=O)NNC(=O)[C@H](C)NC(=O)c2ccco2)cc1	0	0
CC1(C)C=Cc2c(ccc3c2OC[C@@H](c2ccc(O)cc2O)C3)O1	1	-3
COc1cc(C(=O)NNC(=O)CN2C(=O)NC3(CCCC3)C2=O)cc(OC)c1OC	3	-3
Cc1cccc(C2=NOC(=O)/C2=C\c2ccccc2F)c1	1	-1

Structural class: the compounds so far with a halogen.
SMILES	IDE act	IDE cell inh
COc1ccc(Cl)cc1NC(=O)CSc1nc(=O)n(CCN(C)C)c2c1CCCC2	1	-1
COc1ccc(OC)c(N(CC(=O)Nc2ccccc2F)S(=O)(=O)c2ccccc2)c1	7	9
C=CCC[C@@H](Cc1ccc(F)cc1)C(=O)OC[C@@H](Cc1c[nH]c2ccccc12)NC(=O)[C@@H](CC=C)CC(=O)NCCO	1	0
Cc1cc(Cl)ccc1OCC(=O)NNC(=O)CCOc1ccccc1	3	5
CCc1noc(C)c1C(=O)NNC(=O)c1ccccc1F	0	2
CCN(CC(=O)NC1CCS(=O)(=O)C1)C(C)C(=O)Nc1ccc(F)cc1 (stereo not given)	-5	-1
CC1(C)C(=O)Nc2ccccc2N1C(=O)COC(=O)c1cccnc1Cl	-3	5
Cc1cccc(C2=NOC(=O)/C2=C\c2ccccc2F)c1	1	-1

Remaining list, next part
SMILES	IDE act	IDE cell inh
O=C(NCC1CCCO1)c1ccccc1OCc1ccc(F)cc1 (stereo not given)	4	2
COc1cc(C(=O)NCC(=O)OCC(=O)Nc2nnc(-c3ccccc3)o2)cc(OC)c1OC	1	4
O=C(CCC(=O)N1CCN(c2cccc(Cl)c2)CC1)c1cccs1	-5	12
O=C(c1ccc(NS(=O)(=O)c2ccc(F)cc2)cc1)N1CCC1	4	-6
Cc1ccc(SCCC(=O)OC(C)C(=O)Nc2ccccc2)cc1 (stereo not given)	7	0
Cc1cc(C(=O)COc2ccccc2C#N)c(C)n1C1CC1	-3	-1
O=C(CN1C(=O)NC2(CCCC2)C1=O)NNC(=O)c1ccc(Cl)cc1	4	-3
O=C(NNC(=O)c1cccs1)c1ccc(Cl)nc1	2	2
CCC(CO)Oc1cc(NC(=O)c2ccccc2N)c2ncn(C(C)C)c2c1 (stereo not given)	0	1
Cc1cc(C)c(C(=O)OCC(=O)NC(=O)c2ccccc2)c(C)c1	6	-3
CCOc1ccccc1C(=O)OCC(=O)Nc1nnc(-c2ccccc2)o1	2	4
O=C1CC2(CCCCC2)Oc2ccccc21	2	-1
COc1ccc(S(=O)(=O)Nc2cc3c4c(c2)CCC(=O)N4CCC3)cc1	-2	-4
COc1ccccc1-n1c(SCC(=O)NC2CCS(=O)(=O)C2)nc2ccccc2c1=O (stereo not given)	0	1
COC(=O)c1ccc(/C=C/C(=O)OCC(=O)Nc2ncc(Cl)cc2Cl)cc1	-3	-8
CCOC(=O)N1CCN(C(=O)CSc2nc(=O)n3ccc(C)cc3n2)CC1	-4	-2
Cn1cc(C(=O)OCC2CCN(CCNS(C)(=O)=O)CC2)c2ccccc21	6	-6
CC(=O)c1ccc(S(=O)(=O)N2CCC3(CC2)CC(=O)c2ccccc2O3)cc1	4	-4
COCCNC(=O)c1cc(-c2ccccc2)nn1CC1CC(c2cccc([N+](=O)[O-])c2)=NO1 (stereo not given)	3	-1
Cc1ccc(S(=O)(=O)CCC(=O)OCC(=O)Nc2cc(S(=O)(=O)N3CCOCC3)ccc2C)cc1	-3	-1
Cc1ccc(CN(C)C(=O)c2cccc(S(=O)(=O)N3CCCC3)c2)cc1	-3	-1
O=C(COC(=O)c1cnccn1)NC1CCCc2ccccc21 (stereo not given)	1	1
COc1cc(NC(=O)C(C)N2CCN(C(=O)C3CC3)CC2)cc(OC)c1 (stereo not given)	3	-6
Clc1ncccc1OCc1ccccc1	1	5
CC(C)COC(=O)OCN1C(=O)CN(CCN2CC(=O)N(COC(=O)OCC(C)C)C(=O)C2)CC1=O	7	0
O=C(COC(=O)c1c(Cl)ccc(Cl)c1Cl)NCC1CCCO1 (stereo not given)	3	3
CCCCn1c(N)c(N(CC(C)C)C(=O)c2cccc(S(=O)(=O)N3CCN(C(C)=O)CC3)c2)c(=O)[nH]c1=O	2	-2
C#CCOCCOCCOCCNc1nc(N2CCN(C(=O)[C@H]([C@@H](C)O)n3cc(CCCCN)nn3)CC2)nc(N2CCN(C(=O)[C@H](CCCCN)n3cc(CC(C)O)nn3)CC2)n1 (stereo not given in full)	5	1
CCOc1ccc(NS(=O)(=O)c2cc(C(=O)N(CC)CC(=O)NCc3cccs3)ccc2C)cc1	3	10
CCCCn1c(N)c(N(CC(C)C)C(=O)c2cc(-c3ccc(OC)c(OC)c3)nc3ccccc23)c(=O)[nH]c1=O	3	4
O=C(O)c1ccc(CNCc2cc(Cl)ccc2O)cc1	2	-2
Cc1ccccc1CN1C(=O)[C@H]2Cc3c([nH]c4ccccc34)C(C)(C)N2C1=O	4	2
COc1ccc(S(=O)(=O)N2CCCCCC2)cc1C(=O)N(C)CC(=O)Nc1ccccc1Cl	0	7
CCN(C(=O)COC(=O)CCCN1C(=O)c2cccc3cccc(c23)C1=O)C1CCS(=O)(=O)C1 (stereo not given)	-1	0
COc1ccc(S(=O)(=O)N2CCN(C(=O)C3CCC3)CC2)cc1	-2	-3
CC(C)C(NC(=O)c1ccc(F)cc1)C(=O)NC1(C)CCS(=O)(=O)C1 (stereo not given)	5	1
CN(CC(=O)Nc1c(Cl)cccc1Cl)C(=O)C1=COCCO1	3	1
C[C@H](NC(=O)c1ncn(C)c1C(=O)N[C@@H](C)c1ccccc1)c1ccccc1	5	-3
Cc1cc(C(=O)OCC(=O)N2CCCCCC2)ccc1[N+](=O)[O-]	6	0
O=C(NCCc1ccc(F)cc1)c1ccc2nccnc2c1	0	0
N#Cc1ccccc1S(=O)(=O)N1CCN(C(=O)C2CC(=O)N(c3ccc4c(c3)OCCO4)C2)CC1 (stereo not given)	1	9
O=C(NCC(c1ccco1)N1CCc2ccccc2C1)C(=O)Nc1cc(F)ccc1F (stereo not given)	3	1
Cc1ccc(OCC(=O)N2C(C)CCCC2C)c([N+](=O)[O-])n1 (stereo not given)	0	0
N#CCC(=O)Nc1ccc(C(=O)OCC(=O)NC(=O)Nc2ccc3c(c2)OCCO3)cc1	3	5
CCOC(=O)c1c(C)[nH]c(C(C)=NNC(=O)Cn2nc(C)cc2C)c1C	2	-1
C[C@H](CO)N1C[C@H](C)[C@@H](CN(C)C(=O)Nc2ccccc2)Oc2c(NS(=O)(=O)c3cccs3)cccc2C1=O	2	7
Cc1cc(C)n2nc(SCC(=O)N3CCN(c4ccccc4)CC3)nc2n1	3	3
COc1ccc([C@@H]2[C@@H]3C(=O)N(C(C)(C)C)C(=O)[C@@H]3[C@]3(Cc4ccc(Cl)cc4)C(=O)N(c4ccc(C)cc4)C(=O)N23)cc1	0	-2
CCOC(=O)C1=CC[C@@H](c2ccccc2Cl)N(S(=O)(=O)c2ccc(C)cc2)[C@H]1C(=O)OCC	0	-2
CC1(C)CCc2cc(S(=O)(=O)N3CCN(S(=O)(=O)c4c(F)cccc4F)CC3)ccc2O1	3	0
CC(C)Cn1c(N)c(C(=O)COC(=O)/C=C/c2ccccc2)c(=O)n(C)c1=O	-1	3
COc1cccc(-c2sc3ccc(OC)cc3c2-c2ccc(C(N)=O)cc2)c1	6	-5
CC(C)(C)c1ccc(C(=O)NCC2CCCN2S(=O)(=O)c2ccccc2)cc1 (stereo not given)	1	-6
O=C(COC(=O)C(Cc1ccccc1)NC(=O)c1cccs1)NCc1ccccc1 (stereo not given)	-1	5
Cc1ccc(C)c(NC(=O)Cn2ccn(-c3ccc4c(c3)OCO4)c(=O)c2=O)c1	2	2
O=C(OCc1ccc([N+](=O)[O-])cc1)C1CC(=O)N(Cc2ccccc2)C1 (stereo not given)	-1	6
CN(C(=O)c1cccc(NC(=O)Cc2cccc([N+](=O)[O-])c2)c1)C1CCCC1	3	1
CCCN(CC(=O)Nc1ccccc1C)C(=O)CCCc1c[nH]c2ccccc12	4	-4
CN(Cc1ccccc1)C(=O)c1[nH]cnc1C(=O)Nc1ccon1	6	3
CSc1ccccc1NC(=O)CN(C)C(=O)Cc1c[nH]c2ccccc12	3	-8

Profiles from above. Screens in order: IDE act | IDE cell inh
COc1cccc(-c2sc3ccc(OC)cc3c2-c2ccc(C(N)=O)cc2)c1 is entered as 6 | -5
CCCN(CC(=O)Nc1ccccc1C)C(=O)CCCc1c[nH]c2ccccc12 is entered as 4 | -4
Cc1ccc(C)c(NC(=O)Cn2ccn(-c3ccc4c(c3)OCO4)c(=O)c2=O)c1 is entered as 2 | 2

Continued:
SMILES	IDE act	IDE cell inh
O=S(=O)(c1ccc(=S)[nH]c1)N1CCOCC1	-10	-2
CN(C(=O)c1cccc(NC(=O)Cc2cccc([N+](=O)[O-])c2)c1)C1CCCCC1	2	-2
COc1ccc(S(=O)(=O)NCC(c2ccc(C)cc2)N2CCN(C)CC2)cc1 (stereo not given)	3	-8
Cc1noc(C)c1NC(=O)Nc1ccc2c(c1)C(=O)N([C@H](C)CO)C[C@H](C)[C@@H](CN(C)S(=O)(=O)c1cn(C)cn1)O2	5	1
O=C(CNC(=O)c1ccc(Cl)cc1)NNc1c(F)c(F)cc(F)c1F	0	7
Cc1ccc(C2(C)NC(=O)N(CC(=O)NNC(=O)c3ccccc3F)C2=O)cc1 (stereo not given)	0	4
CCn1cc(C(=O)NC2CCCCCC2)c(=O)c2cc(S(=O)(=O)N3CCCCC3)ccc21	8	0
Cc1onc(-c2ccccc2)c1C(=O)NC1CCC(C)CC1 (stereo not given)	4	3
CC1(C)C(=O)Nc2ccccc2N1C(=O)COC(=O)Cc1c(F)cccc1Cl	0	4
Cc1ccc(NC(=O)CSCC(=O)NCc2cccc(C(F)(F)F)c2)cc1	6	5
O=C1[C@H]2[C@@H](C3CC3)N3C(=O)CN(CC4CC4)C(=O)[C@@]3(Cc3ccccc3)[C@H]2C(=O)N1c1ccccc1	2	5
C=CCNC(=O)C(=O)Nc1ccc2c(c1)N(S(=O)(=O)c1cccs1)CCC2	6	-1
CC(=O)c1ccccc1NC(=O)COC(=O)CSCC(=O)Nc1cc(C)on1	6	7
O=C(NCCc1ccccc1)C(=O)NCCC1CCCCN1S(=O)(=O)c1cccs1 (stereo not given)	-2	-4
Cc1ccc(NC(=O)COc2cccc3ccccc23)c(O)c1	6	-1
O=C(CN1c2cccc3cccc(c23)S1(=O)=O)NCc1ccc(Cl)cc1	6	9
COc1ccc(Cl)cc1NC(=O)Cn1c(C)csc1=O	2	-3
CC1CCCCC12NC(=O)N(CC(=O)Nc1nccs1)C2=O (stereo not given)	6	3
CC(C)Cc1nnc(NC(=O)c2cccc(S(=O)(=O)N3CCN(C)CC3)c2)s1	-1	2
CC(=O)Nc1ccc(S(=O)(=O)NCCC(=O)OC(C)C(=O)NC2(C#N)CCCCC2)cc1 (stereo not given)	5	-3
CCOC(=O)[C@H]1[C@H]2COc3ccc(Br)cc3[C@@H]2N2C(=O)CN(CC3CCCO3)C(=O)[C@@]12C (stereo not given in full)	1	0
Cc1cnc(C(=O)OC(C)C(=O)NCc2ccccc2)cn1 (stereo not given)	-1	-2
CC(C)(C)OC(=O)N1CCC(C(=O)Nc2ccc(C(=O)N3CCOCC3)cc2)CC1	2	1

This is a subset (hit frequency here may not be typical).
